Screening results: PubChem BioAssay, Broad Institute
NFkB SMM – binders of NF-kB p50 subunit, primary screen, biochemical, small molecule microarray, anti-His fluorescence | Nuclear factor NF-kappa-B p105 subunit (Homo sapiens), P19838 | anti-His fluorescence binding | calls only | 1.3% of 17,000 active;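 active means spot fluorescence over background significantly raised, with a chance value under 7% in all four replicate spots of the compound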;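 further: probe protein is his-tagged human p50 processed subunit at 1 µg/ml; raw spot fluorescence signals with no normalization applied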
Target sequence (P19838 1-433 limits assumed): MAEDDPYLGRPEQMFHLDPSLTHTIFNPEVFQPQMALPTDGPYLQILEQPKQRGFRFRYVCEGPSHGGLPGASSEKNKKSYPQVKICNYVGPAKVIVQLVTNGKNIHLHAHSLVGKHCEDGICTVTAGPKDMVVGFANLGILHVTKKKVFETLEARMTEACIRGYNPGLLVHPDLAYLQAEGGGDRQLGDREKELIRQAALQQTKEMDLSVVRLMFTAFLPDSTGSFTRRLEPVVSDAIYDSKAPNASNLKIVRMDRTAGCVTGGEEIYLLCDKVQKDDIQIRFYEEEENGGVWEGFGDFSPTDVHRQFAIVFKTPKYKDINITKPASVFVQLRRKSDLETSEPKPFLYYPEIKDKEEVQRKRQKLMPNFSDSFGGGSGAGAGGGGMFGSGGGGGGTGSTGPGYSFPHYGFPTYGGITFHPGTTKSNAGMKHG
Calls only; i = inactive; + = active, no number. An excerpt; count on the stated rates, not on these rows.

SMILES | NFkB SMM
C[C@@H]1CN([C@@H](C)CO)C(=O)c2cc(NS(=O)(=O)c3cccs3)ccc2O[C@@H](C)CCCCO[C@H]1CN(C)S(=O)(=O)c1cccs1 | i
O=c1cc(-c2ccc(O)cc2)oc2c(C3O[C@H](CO)[C@@H](O)[C@H](O)[C@H]3O)c(O)cc(O)c12 (some centres not stated) | i
C[C@H](CO)N1C[C@H](C)[C@H](CN(C)S(=O)(=O)c2cn(C)cn2)Oc2ccc(NC(=O)Cc3cn(C)c4ccccc34)cc2CC1=O | i
Cc1noc(C)c1NC(=O)N(C)C[C@@H]1Oc2ccc(NC(=O)Cc3cn(C)c4ccccc34)cc2CC(=O)N([C@@H](C)CO)C[C@H]1C | i
Cc1cc(C(=O)Nc2cccc3c2O[C@@H](CN(C)Cc2ccc(C(=O)O)cc2)[C@H](C)CN([C@@H](C)CO)C3=O)n(C)n1 | i
COc1ccc(S(=O)(=O)Nc2ccc3c(c2)CC(=O)N([C@@H](C)CO)C[C@@H](C)[C@@H](CN(C)CC2CC2)O3)cc1 | i
C[C@H]1CN([C@@H](C)CO)C(=O)CCCn2cc(nn2)CO[C@@H]1CN(C)Cc1cccc2c1OCCCO2 | i
CC(O)c1nc2ccccc2n1CCCOc1ccccc1 (configuration not stated) | i
COc1ccc([Si](C)(C)[C@H]2[C@H](CCn3cc([C@H](O)c4ccccc4)nn3)O[C@@]3(C(=O)N(Cc4ccc(N5CCOC5=O)cc4)c4ccccc43)[C@@H]2C)cc1 | i
COc1ccc(NC(=O)CC(c2ccccc2)c2ccco2)cc1 (configuration not stated) | i
C[C@H]1CN([C@@H](C)CO)C(=O)c2cc(NC(=O)c3ccncc3)ccc2O[C@H]1CN(C)C(=O)Nc1ccc2c(c1)OCO2 | i
O=C(NCCCn1ccnc1)NC(C(F)(F)F)C(F)(F)F | i
Cc1cc(=O)[nH]c(SC(C)C(=O)Nc2ccc(Cl)cc2)n1 (configuration not stated) | i
Cc1noc(C)c1S(=O)(=O)Nc1ccc2c(c1)C(=O)N([C@H](C)CO)C[C@@H](C)[C@@H](CN(C)C)O2 | i
C[C@H](CO)N1C[C@H](C)[C@H](CN(C)C(=O)Nc2ccccc2)Oc2ccc(NC(=O)Cn3cnnn3)cc2CC1=O | i
Cc1noc(C)c1NC(=O)N(C)C[C@@H]1Oc2ccc(NS(=O)(=O)c3ccc(Cl)cc3)cc2CC(=O)N([C@H](C)CO)C[C@@H]1C | i
C[C@@H]1CN([C@@H](C)CO)C(=O)Cc2cc(NC(=O)Cc3cn(C)c4ccccc34)ccc2O[C@@H]1CN(C)S(=O)(=O)c1cccs1 | i
COc1ccc(CN(C)C[C@H]2Oc3ccc(NS(=O)(=O)c4ccc(OC)cc4)cc3C(=O)N([C@@H](C)CO)C[C@@H]2C)cc1 | i
CNC[C@H]1Oc2ccc(NS(=O)(=O)c3c(C)noc3C)cc2C(=O)N([C@H](C)CO)C[C@@H]1C | i
C[C@H](CO)N1C[C@H](C)[C@H](CN(C)C(=O)Nc2ccc(C(F)(F)F)cc2)Oc2c(NC(=O)C3CCOCC3)cccc2C1=O | i
CCOc1ccc(N=C2NC(=O)C(CC(=O)Nc3ccc(OC)cc3)S2)cc1 (configuration not stated) | i
CCCN(C)C[C@@H]1Oc2ncc(Br)cc2C(=O)N([C@H](C)CO)C[C@@H]1C | i
O=C(CSCc1c(Cl)cccc1Cl)Nc1cccnc1 | i
C[C@H]1CN([C@@H](C)CO)C(=O)c2cc(NC(=O)Nc3ccc(C(F)(F)F)cc3)ccc2O[C@@H]1CN(C)S(=O)(=O)c1ccc(F)cc1 | i
O=C(O)CCC(=O)Nc1ccc2c(c1)oc1ccccc12 | i

Three entries from above, reformatted:
Cc1noc(C)c1NC(=O)N(C)C[C@@H]1Oc2ccc(NC(=O)Cc3cn(C)c4ccccc34)cc2CC(=O)N([C@@H](C)CO)C[C@H]1C
  NFkB SMM = i

Cc1cc(C(=O)Nc2cccc3c2O[C@@H](CN(C)Cc2ccc(C(=O)O)cc2)[C@H](C)CN([C@@H](C)CO)C3=O)n(C)n1
  NFkB SMM = i

COc1ccc(S(=O)(=O)Nc2ccc3c(c2)CC(=O)N([C@@H](C)CO)C[C@@H](C)[C@@H](CN(C)CC2CC2)O3)cc1
  NFkB SMM = i

New compounds follow
SMILES | NFkB SMM
COCC1=C2[C@@H](c3ccccc3)OB(O)C[C@@H]2[C@@H]2C(=O)N(C)C(=O)[C@@H]2C1 | i
CCn1c(SCC(=O)Nc2cc(C)c(Cl)cc2OC)nnc1-c1cccs1 | i
C[C@H]1CN([C@@H](C)CO)C(=O)Cc2cc(NS(=O)(=O)c3ccc(Cl)cc3)ccc2O[C@H]1CN(C)CC1CCCCC1 | i
CCCCCCCC(O)C(O)C1CC(OC)=CC(=O)O1 (configuration not stated) | i
CC1CC(=O)C2C(O)(C1)CC(O)C13OC1c1c(O)cccc1C(=O)C23O (configuration not stated) | i
C[C@@H]1CN([C@@H](C)CO)C(=O)c2cccc(NC(=O)c3ccncc3)c2O[C@H]1CN(C)Cc1ccc2c(c1)OCO2 | i
C[C@@H]1CN([C@H](C)CO)C(=O)c2cccc(NC(=O)c3ccncc3)c2O[C@@H]1CN(C)Cc1ccc(C(F)(F)F)cc1 | i
C[C@@H]1CN([C@@H](C)CO)C(=O)c2cc(NC(=O)CCCN(C)C)ccc2O[C@@H](C)CCCCO[C@H]1CN(C)Cc1ccccc1 | i
CC(C)NC(=O)N(C)C[C@@H]1Oc2ccc(N(C)C)cc2CC(=O)N([C@@H](C)CO)C[C@@H]1C | i
CSc1nsc(SCC(=O)Nc2ccc(C(C)=O)cc2)n1 | i
COc1cc(/C=C/C(=O)NCC(O)c2ccc(O)cc2)ccc1O (configuration not stated) | i
COc1cc(OC)c2ccc(=O)oc2c1CC(O)C(C)(C)OC (configuration not stated) | i
C[C@@H]1CCCCO[C@H](CN(C)S(=O)(=O)c2cccs2)[C@@H](C)CN([C@H](C)CO)C(=O)c2cc(N(C)C)ccc2O1 | i
C[C@H](CO)N1C[C@H](C)[C@@H](CN(C)Cc2ccc(C(=O)O)cc2)Oc2ccc(NC(=O)Cc3ccccc3)cc2C1=O | i
COc1ccccc1NC(=O)Cn1c(C(F)(F)F)nc2ccccc21 | i
COc1ccc(CN(C)C[C@@H]2Oc3c(NS(C)(=O)=O)cccc3C(=O)N([C@H](C)CO)C[C@@H]2C)cc1 | i
COc1ccc(CN(C)C[C@H]2OCCCC[C@@H](C)Oc3ccc(NC(=O)c4ccncc4)cc3C(=O)N([C@@H](C)CO)C[C@@H]2C)cc1 | i
O=C(COc1ccc([N+](=O)[O-])cc1)Nc1cccc2cccnc12 | i
COc1ccc(NC(=O)Nc2cccc3c2O[C@@H](CN(C)CC2CC2)[C@H](C)CN([C@@H](C)CO)C3=O)cc1 | i
CCC(C)Nc1nc(OC)nc(Oc2ccc(=O)[nH]n2)n1 (configuration not stated) | i
C[C@H]1CN([C@@H](C)CO)C(=O)Cc2cc(NC(=O)C3CC3)ccc2O[C@H]1CN(C)Cc1ccc(C(F)(F)F)cc1 | i
O=C(CN1CCCCC1)Nc1ccc(NC(=O)CN2CCCCC2)cc1 | i
CCO[C@@H]1OC(C(=O)N2CCN(Cc3ccccc3)CC2)=C[C@H](C(C)(C)C)[C@H]1CCCO | i
COc1ccc(S(=O)(=O)Nc2ccc3c(c2)C(=O)N([C@@H](C)CO)C[C@H](C)[C@H](CN(C)CC2CC2)O3)cc1 | i
C#Cc1ccc([C@H]2C=C(C(=O)NCc3nc4ccccc4[nH]3)O[C@@H](OCCCCO)C2)cc1 | i
Other structures:
SMILES | NFkB SMM
Cc1cc(Cl)c(S(=O)(=O)Nc2cccnc2)cc1OCC(N)=O | i
C[C@@H]1CN([C@@H](C)CO)C(=O)CCCn2cc(nn2)CO[C@@H]1CN(C)C(=O)c1cc(-c2ccccc2)on1 | i
C[C@H](CO)N1C[C@H](C)[C@H](CN(C)C(=O)Cc2ccccc2)OCCCC[C@H](C)Oc2ccc(NC(=O)Nc3ccc(F)cc3)cc2C1=O | i
C[C@H](CO)N1C[C@H](C)[C@@H](CN(C)C(=O)Nc2ccccc2)Oc2c(NS(=O)(=O)c3ccccc3)cccc2C1=O | i
C[C@H]1CN([C@@H](C)CO)C(=O)Cc2cc(NC(=O)Cc3cn(C)c4ccccc34)ccc2O[C@H]1CN(C)CC1CC1 | i
CC(C)NC(=O)N(C)C[C@@H]1Oc2ccc(NC(=O)Nc3cccc4ccccc34)cc2CC(=O)N([C@H](C)CO)C[C@@H]1C | i
[N-]=[N+]=Nc1ccccc1C[C@@]1(C(=O)NCCN2CCOCC2)N=C(c2ccc(OCCCO)cc2)O[C@@H]1c1ccccc1 | i
COc1ccc(C(=O)NC(c2ccc(OC)c(OC)c2)c2cc(Cl)c3cccnc3c2O)cc1 (configuration not stated) | i
O=C(C1=C[C@H](c2ccc(Br)cc2)C[C@H](OCc2ccc(CO)cc2)O1)N1CCCCCCC1 | i
C=CC[C@@]1(C(=O)N(C)C)N=C(c2ccc(OCCCO)cc2)O[C@@H]1c1ccccc1 | i
O=C(CC1(O)C(=O)N(Cc2ccccc2)c2ccccc21)c1cc2ccccc2oc1=O (configuration not stated) | i
C[C@H](CO)N1C[C@H](C)[C@H](CN(C)S(C)(=O)=O)OCCCC[C@H](C)Oc2ccc(NC(=O)C3CCCCC3)cc2C1=O | i
COc1ccc(S(=O)(=O)Nc2ccc3c(c2)CC(=O)N([C@H](C)CO)C[C@@H](C)[C@@H](CN(C)S(=O)(=O)c2cn(C)cn2)O3)cc1 | i
C[C@H](CO)N1C[C@H](C)[C@@H](CN(C)C(=O)Nc2ccccc2)Oc2ccc(NC(=O)c3ccncc3)cc2C1=O | i
COc1ccc(S(=O)(=O)N(C)C[C@@H]2Oc3c(NC(=O)C4CCOCC4)cccc3C(=O)N([C@@H](C)CO)C[C@H]2C)cc1 | i
COc1cc([N+](=O)[O-])ccc1NC(=O)COc1ccc2ccccc2c1 | i
C[C@H](CO)N1C[C@H](C)[C@H](CN(C)C)OCc2cn(nn2)CCCC1=O | i
C=C1C(=O)O[C@@H]2[C@H]3C(C)=CC(=O)C3=C(C)C[C@H](O[C@@H]3O[C@H](CO)[C@@H](O)[C@H](O)[C@H]3O)[C@@H]12 | i
O=C(COc1cc(Cl)c(Cl)cc1Cl)NCc1ccco1 | i
C[C@@H]1CN([C@@H](C)CO)C(=O)CCCn2cc(nn2)CO[C@H]1CN(C)S(=O)(=O)c1ccc2c(c1)OCCCO2 | i
CNC[C@@H]1Oc2ccc(NS(=O)(=O)c3ccc(C)cc3)cc2C(=O)N([C@H](C)CO)C[C@@H]1C | i
CC(Oc1ccc(Cl)cc1Cl)C(=O)Nc1cc(Cl)ccc1C(=O)O (configuration not stated) | i
CC(C)(C)c1ccc(OCC(=O)Nc2cccc3ncccc23)cc1 | i
C[C@@H]1CN([C@@H](C)CO)C(=O)Cc2cc(NC(=O)Nc3ccc(C(F)(F)F)cc3)ccc2O[C@@H]1CN(C)Cc1ccc(C(=O)O)cc1 | i
Cc1ccc(F)cc1S(=O)(=O)N[C@@H]1CCN(Cc2ccc(CC(C)C)cc2)C1 | i

Part of the list above, with each value named:
> C[C@H](CO)N1C[C@H](C)[C@@H](CN(C)C(=O)Nc2ccccc2)Oc2c(NS(=O)(=O)c3ccccc3)cccc2C1=O
  NFkB SMM: i
> C[C@H]1CN([C@@H](C)CO)C(=O)Cc2cc(NC(=O)Cc3cn(C)c4ccccc34)ccc2O[C@H]1CN(C)CC1CC1
  NFkB SMM: i
> CC(C)NC(=O)N(C)C[C@@H]1Oc2ccc(NC(=O)Nc3cccc4ccccc34)cc2CC(=O)N([C@H](C)CO)C[C@@H]1C
  NFkB SMM: i
> [N-]=[N+]=Nc1ccccc1C[C@@]1(C(=O)NCCN2CCOCC2)N=C(c2ccc(OCCCO)cc2)O[C@@H]1c1ccccc1
  NFkB SMM: i

Other results.
SMILES | NFkB SMM
N#Cc1c(NC(=O)CSc2n[nH]c(-c3ccc(Cl)cc3)n2)sc2c1CCCC2 | i
C[C@@H]1CN([C@H](C)CO)C(=O)c2cc(NC(=O)C3CC3)ccc2O[C@@H]1CN(C)Cc1ccc(C(=O)O)cc1 | i
Cc1nc(SCC(=O)c2ccc(Cl)cc2)c2c3c(sc2n1)CCCC3 | i
CC(C)NC(=O)N(C)C[C@H]1OCCCC[C@@H](C)Oc2ccc(NC(=O)Cc3ccccc3)cc2C(=O)N([C@H](C)CO)C[C@@H]1C | i
Cc1ccc([N+](=O)[O-])cc1NC(=O)C1(c2ccccc2)CCN(S(=O)(=O)c2ccccc2)CC1 | i
CS(=O)(=O)N(CC(=O)O)Cc1ccccc1 | i
C[C@H]1CCCCO[C@H](CN(C)Cc2ccncc2)[C@@H](C)CN([C@@H](C)CO)C(=O)c2cc(NS(=O)(=O)c3cn(C)cn3)ccc2O1 | i
CC(=O)OCC(=O)[C@@]12OC(C)(C)O[C@@H]1C[C@H]1[C@@H]3C[C@H](F)C4=CC(=O)C=C[C@]4(C)[C@@]3(F)[C@@H](O)C[C@@]12C | i
C[C@@H]1CCCCO[C@H](CN(C)C(=O)Nc2ccccc2)[C@H](C)CN([C@@H](C)CO)C(=O)c2cc(N(C)C)ccc2O1 | i
C/C=C/CC(C)C(O)C1C(=O)NC(CC)C(=O)N(C)CC(=O)N(C)C(CC(C)C)C(=O)NC(C(C)C)C(=O)N(C)C(CC(C)C)C(=O)NC(C)C(=O)NC(C)C(=O)N(C)C(CC(C)C)C(=O)N(C)C(CC(C)C)C(=O)N(C)C(C(C)C)C(=O)N1C (configuration not stated) | +
COC(=O)CCCCCCC(=O)Nc1ccc(NC(=O)CCCC[P+](c2ccccc2)(c2ccccc2)c2ccccc2)cc1 | i
C[C@H]1CN([C@@H](C)CO)C(=O)CCCn2cc(nn2)CO[C@H]1CN(C)C(=O)Nc1ccc2c(c1)OCO2 | i
Cc1noc(C)c1S(=O)(=O)N(C)C[C@H]1Oc2ccc(NC(=O)Nc3ccccc3)cc2CC(=O)N([C@H](C)CO)C[C@@H]1C | i
